OXTR potentiate – potentiators of human oxytocin receptor; P30559; CHO-OTR cells, Fluo-8 calcium fluorescence, potentiator mode; 0% = oxytocin EC15, 100% = EC100; activation, % at 3 µM; hit rate 0.061% among 320,000; AID 2445;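 active = activation above that plate's cutoff, the mean activation of tested compounds plus 3 SD, cut at about 6.6% in these data, passing the limit was not always enough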;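 note: 100% uses oxytocin at 75 nM as the full agonist control; some results filed as inactive read as strong as hits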
Target sequence (P30559 whole entry, looked up): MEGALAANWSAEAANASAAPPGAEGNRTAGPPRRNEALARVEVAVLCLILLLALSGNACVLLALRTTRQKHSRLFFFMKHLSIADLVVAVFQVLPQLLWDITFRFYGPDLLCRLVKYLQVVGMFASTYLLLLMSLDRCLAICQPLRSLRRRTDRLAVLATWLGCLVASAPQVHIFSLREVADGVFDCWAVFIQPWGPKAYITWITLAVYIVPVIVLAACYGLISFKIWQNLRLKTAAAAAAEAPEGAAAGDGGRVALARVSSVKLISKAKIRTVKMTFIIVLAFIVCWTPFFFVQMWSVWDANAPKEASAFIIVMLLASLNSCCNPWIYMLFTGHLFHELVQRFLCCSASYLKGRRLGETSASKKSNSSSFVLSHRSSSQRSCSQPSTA
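test system = CHO-OTR cells, human receptor | compound = single-point 3.0 µM | schedule = 6 min compound pre-incubation at room temperature, 100 s kinetic read | signal = Fluo-8 no-wash calcium dye fluorescence, excitation 470-495 nm, emission 515-575 nm | repeats = single well per compound, singlicate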
CHO-K1 Ca ag – nonselective activator or artifact in parental CHO-K1 cells; Fluo-8 calcium fluorescence; scaled to maximal ATP response, vehicle zero; hit rate 0.48% among 360,000; activation, % at 3 µM; in the data active = activation above about 15%;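 note: untransfected CHO-K1 host cells lacking M1 receptor as counterscreen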
GPR7 antagonist – human neuropeptides B/W receptor 1 antagonism; inhibition, % at 4.4 µM; hit rate 1.1% among 290,000; AID 1861; GPR7-expressing cells, fluorescence antagonist assay; P48145; in the data active = inhibition above about 16%, passing the limit was not always enough;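 note: cells stimulated with the agonist NPW; 0% = agonist with vehicle and 100% = vehicle without agonist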
Target sequence (P48145 whole entry, looked up): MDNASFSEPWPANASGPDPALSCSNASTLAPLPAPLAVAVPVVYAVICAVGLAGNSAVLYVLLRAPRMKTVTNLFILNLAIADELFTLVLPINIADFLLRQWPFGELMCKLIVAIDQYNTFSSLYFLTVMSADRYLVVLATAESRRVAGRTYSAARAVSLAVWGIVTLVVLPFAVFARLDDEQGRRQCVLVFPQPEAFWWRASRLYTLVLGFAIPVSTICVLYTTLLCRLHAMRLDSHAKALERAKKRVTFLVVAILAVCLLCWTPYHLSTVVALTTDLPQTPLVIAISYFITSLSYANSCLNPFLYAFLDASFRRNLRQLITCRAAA
CHO-K1 Ca antag – M1 antagonist counterscreen hit in parental CHO-K1 cells | ATP-induced calcium, Fluo-8 fluorescence | inhibition, % at 3 µM | hit rate 0.6% among 360,000 | AID 602250;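 active = inhibition above a per-plate cutoff, the plate's mean sample inhibition plus 3 SD, cut at about 24% in these data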;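 note: 0% = DMSO plus EC80 ATP and 100% = DMSO alone without ATP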
TAAR1 antagonist – antagonists of human TAAR1 | Q96RJ0 | CHO RD-HGA16 TAAR1, Fluo-8 calcium fluorescence, antagonist | inhibition, % at 3 µM | hit rate 1.5% among 360,000;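 active = inhibition above a per-plate cutoff, the mean inhibition of test compounds on that plate plus 3 SD, cut at about 49% in these data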;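 note: 0% = DMSO plus EC80 beta-PEA response and 100% = DMSO alone without agonist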
Target sequence (Q96RJ0 whole entry, looked up): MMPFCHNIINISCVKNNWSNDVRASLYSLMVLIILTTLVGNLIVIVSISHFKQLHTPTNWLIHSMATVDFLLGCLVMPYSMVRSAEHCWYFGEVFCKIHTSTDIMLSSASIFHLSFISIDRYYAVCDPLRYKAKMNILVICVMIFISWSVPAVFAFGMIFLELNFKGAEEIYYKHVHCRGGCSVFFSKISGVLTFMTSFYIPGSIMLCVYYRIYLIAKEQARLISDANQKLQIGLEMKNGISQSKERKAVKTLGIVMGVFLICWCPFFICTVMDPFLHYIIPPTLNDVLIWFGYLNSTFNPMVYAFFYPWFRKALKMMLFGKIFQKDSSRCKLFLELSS
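Test system: CHO RD-HGA16 cells bearing hTAAR1 | Reagent: β-PEA, EC80 | Compound dosing: 3 µM, single point | Schedule: Dye loading 75 min at 37 °C, then 30 min room temperature | Signal: Calcium fluorescence with Fluo-8 | Evaluation: Percent inhibition of PEA-evoked calcium signal, max/basal emission ratio | Control set: DMSO-only wells and EC80 β-PEA-stimulated wells | Repeats: Singlicate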
CHO parental Ca – counter-screen: ATP calcium response change in parental CHO cells | parental CHO-K1, ATP-induced calcium, Fluo-8 fluorescence | inhibition, % at 5.6 µM | hit rate 0.63% among 330,000 | AID 463079;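 active = inhibition above that plate's mean sample inhibition plus 3 SD, cut at about 26% in these data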;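 note: 0% = ATP-challenged DMSO wells and 100% = DMSO wells without ATP; some compounds past the cut are filed as inactive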
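Measured by: calcium-sensitive Fluo-8 fluorescence / Test system: CHO parental line / Controls: ATP-challenged DMSO wells low, unchallenged DMSO wells high / Measure: % inhibition / Compound: single nominal dose of 5.6 µM per compound / Replicates: single well per compound, no replicates / Reagent: ATP as calcium-mobilizing challenge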
OXTR ag – activates the human oxytocin receptor | CHO-OTR cells, Fluo-8 calcium fluorescence; normalized: DMSO 0%, oxytocin 100% | activation, % at 3 µM | hit rate 0.32% among 320,000 | AID 2435;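 active = activation above the mean of all tested compounds plus 3 SD, cutoff set per screening run, cut at about 20% in these data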;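 note: peak over basal fluorescence ratio from a 100 s FLIPR kinetic read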
CHO-K1 Ca PAM – nonselective activator or artifact in parental CHO-K1 calcium assay; activation, % at 3 µM; hit rate 0.02% among 360,000; ATP EC20, Fluo-8 calcium fluorescence; 0% at ATP EC20, 100% at ATP max;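 active = activation above the run cutoff, the mean activation of all test compounds plus 3 SD, cut at about 40% in these data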;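 note: peak over basal fluorescence ratio in a 140 s read after ATP addition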
V1R ag counter – activates human V1a receptor in oxytocin agonist counter-screen; P37288; CHO-V1R cells, Fluo-8 calcium fluorescence, agonist mode; 0% DMSO, 100% 3 nM vasopressin; activation, % at 3 µM; hit rate 0.25% among 320,000; AID 2797;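 active = activation above the mean activation of all tested compounds plus 3 SD, per screening run, cut at about 20% in these data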;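 note: signal is peak over basal fluorescence ratio across a 100 second FLIPR read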
Active calls of the source: *; · = not tested or not shown.

SMILES	OXTR potentiate	CHO-K1 Ca ag	GPR7 antagonist	CHO-K1 Ca antag	TAAR1 antagonist	CHO parental Ca	OXTR ag	CHO-K1 Ca PAM	V1R ag counter
CCOC(=O)c1[nH]c2ccc(OC)cc2c1NC(=O)CN1CCC2(CC1)OCCO2	-24	0.8	-4	-3	-5	-12	-0.3	5	-0.2
COC(=O)CCC(=O)OC1(C)C(=O)C=C2C=C(C3CC3)N(C3CCCCC3)C=C2C1=O (stereo unspecified)	-4	0.4	·	-2	9	-1	9.7	-10	-0.2
OCC1(CCc2ccccc2)CCN(Cc2c(F)ccc(F)c2F)CC1	-3	1.8	1	-10	-14	-7	0.5	4	0.0
O=C(NCCN1CCc2ccccc2C1)C1CCN(S(=O)(=O)N2CCC3(CC2)OCCO3)CC1	-7	0.0	-8	0	-9	-11	0.0	1	-0.1
Cc1ccc(C)c(N2CCN(S(=O)(=O)c3ccc(-c4cc(C)no4)s3)CC2)c1	-6	0.9	5	-19	-48	-9	-0.6	-7	-0.2
C/C(NC(=O)c1cccs1)=C1\C(=O)C[C@@H]2[C@H]1C2(C)C	-19	0.3	-4	-7	22	-12	-2.3	16	-1.4
O=C(Nc1ccc2ccccc2n1)c1ccc(Cl)cc1	-6	-0.5	-3	2	-25	-19	-1.7	-2	-0.9
C/C(CC(=O)Nc1ccccc1F)=N\NC(=O)Cc1ccc(Cl)cc1	-9	-0.9	-13	18	-13	-9	-1.5	-8	0.1
CCOc1ccccc1CNC(=O)C1CCN(c2nc3ccccc3o2)CC1	1	0.8	5	-12	2	-15	-1.7	22	-0.5
Cc1cc(C)n(-c2ccc(C(=O)OCC(=O)NCc3ccco3)cc2)n1	-13	2.1	0	-9	-13	-9	2.5	20	1.3
Cc1ccc(CNC(=O)CCc2c(C)nc3ncnn3c2C)cc1	-3	-0.1	-10	-1	-10	-3	-0.4	16	0.1
CCOc1nc(NC(=O)NS(=O)(=O)c2cccc(Cl)c2)nc(-c2ccccc2)n1	-1	1.7	3	8	17	0	-1.2	8	-0.1
O=C(Nc1ccc2c(c1)C(=O)OC2)c1ccc(Cl)cc1	-7	0.8	-2	-7	-16	-7	0.0	5	1.0
CN(Cc1nccs1)C(=O)c1cc(COc2cccc3cnccc23)on1	-8	16*	-3	15	18	25	11	-15	14
Nc1c(C(=O)Nc2ccccc2F)sc2nc(Cc3ccccc3)cc(C(F)(F)F)c12	-2	0.6	0	-39	-6	-2	-0.4	9	0.1
COC(=O)CCC(=O)OC1(C)C(=O)C=C2C=C(C3CC3)N(C(CO)CO)C=C2C1=O (stereo unspecified)	-5	0.8	·	-20	3	-2	-0.7	7	0.0
CCOc1ccc(C(=O)N(Cc2ccc(OC)cc2)Cc2cc3cc(OC)ccc3[nH]c2=O)cc1	-1	-0.3	-6	-12	-7	-22	-0.6	18	-0.7
Cn1c(=O)c2c(ncn2CC(=O)Nc2cccc(S(=O)(=O)Nc3ccccc3F)c2)n(C)c1=O	-13	0.5	-7	2	-27	-14	-0.7	-3	-0.5
O=C(COC(=O)c1cccc(Br)c1)NCc1ccco1	-2	-0.1	·	-3	-18	-13	-1.4	7	0.0
CCCCn1c(N)c(N(C)C(=O)c2ccc(OCC3CCCO3)cc2)c(=O)[nH]c1=O (stereo unspecified)	-3	-0.1	·	-10	-8	-11	0.0	-1	0.3
COc1ccc(OC)c(N(CC(=O)NCCSCc2ccco2)S(=O)(=O)c2ccccc2)c1	-8	5.7	10	-13	32	-15	1.1	23	6.2
CCNC(=S)NNC(=O)c1cc(-c2cccc(OCC)c2)nc2ccccc12	-5	5.1	-3	-15	18	-15	0.5	16	0.1
Cc1ccc(-c2noc(CN(C)C(=O)c3ccoc3C)n2)cc1	-7	2.8	-10	2	-14	-12	3.8	-12	4.1
CCc1ccc(NS(=O)(=O)c2cccc3nsnc23)cc1	-6	1.6	-2	0	-3	-12	-0.4	14	-0.7
CCOc1ccc(C(=O)NCC(=O)OCc2cc([N+](=O)[O-])cc3c2OCOC3)cc1OCC	-10	1.2	-7	-4	-13	-20	-0.2	16	-1.4
O=C(Cc1ccccc1)NN=Cc1ccccc1	·	0.2	·	3	-16	·	·	0	·
CC(=O)NC(CCS(C)(=O)=O)C(=O)Nc1cc(Cl)ccc1Cl (stereo unspecified)	-3	0.6	-11	5	-6	-6	-0.2	-3	0.8
C=Cc1ccc(C(=O)N2CCCC(CCC(=O)N3CCN(c4ccccn4)CC3)C2)cc1 (stereo unspecified)	-1	1.7	-18	-1	3	-21	-1.4	10	0.5
CC1(C)C[C@H](O)[C@@]23C[C@@H](OC2=O)[C@]2(C)C(=CCC4[C@@]5(C)CC[C@H](O)C(C)(C)C5CC[C@]42C)[C@@H]3C1 (stereo partly specified)	-5	·	·	·	·	-9	5.9	·	1.9
O=Nc1c2nc3ccccc3n(O)c-2c2ccccc12	-7	1.0	-12	1	4	-14	0.0	-1	-0.1

Compound profiles, from the list above:
CC1(C)C[C@H](O)[C@@]23C[C@@H](OC2=O)[C@]2(C)C(=CCC4[C@@]5(C)CC[C@H](O)C(C)(C)C5CC[C@]42C)[C@@H]3C1 (stereo partly specified) is listed with OXTR potentiate: -5; CHO-K1 Ca ag: ·; GPR7 antagonist: ·; CHO-K1 Ca antag: ·; TAAR1 antagonist: ·; CHO parental Ca: -9; OXTR ag: 5.9; CHO-K1 Ca PAM: ·; V1R ag counter: 1.9
CC(=O)NC(CCS(C)(=O)=O)C(=O)Nc1cc(Cl)ccc1Cl (stereo unspecified) is listed with OXTR potentiate: -3; CHO-K1 Ca ag: 0.6; GPR7 antagonist: -11; CHO-K1 Ca antag: 5; TAAR1 antagonist: -6; CHO parental Ca: -6; OXTR ag: -0.2; CHO-K1 Ca PAM: -3; V1R ag counter: 0.8

(list continues)
SMILES	OXTR potentiate	CHO-K1 Ca ag	GPR7 antagonist	CHO-K1 Ca antag	TAAR1 antagonist	CHO parental Ca	OXTR ag	CHO-K1 Ca PAM	V1R ag counter
Cc1ccc(NC(=O)c2sc3nc(N4CCOCC4)c4c(c3c2N)CCCC4)cc1	·	0.6	·	-4	-12	·	·	2	·
COc1ccccc1CC(=O)OC(C)C(=O)Nc1ccc(S(=O)(=O)N2CCCCC2)cc1 (stereo unspecified)	-11	3.4	·	-13	3	-4	4.4	-5	5.2
O=C(CN1C(=O)/C(=C/c2ccccc2F)Oc2ccccc21)N1CCN(c2ccccn2)CC1	-4	-0.5	6	-2	-6	-19	-0.4	12	0.5
Cc1cc(C)c2c(c1)/C(=N/NS(=O)(=O)c1ccc(Br)cc1)CCC2	-15	0.3	-3	2	-10	-14	-1.9	10	0.1
CCSc1nnc(-c2cnn(-c3ccccc3)c2-n2cccc2)n1C	-6	0.9	-6	-4	-2	2	-1.0	10	1.2
CCC1CCCCN1C(=O)c1ccc(OC2CCN(C(=O)COC)CC2)cc1 (stereo unspecified)	0	0.9	-16	-1	-2	7	1.0	-16	0.9
CCc1nc2ccc(C(=O)NCc3ccccc3OC)cn2c1N(C)Cc1ccc(N(C)C)cc1	·	1.3	·	-1	17	·	·	-13	·
O=C(Nc1ccc(F)cc1)Nc1cc(S(=O)(=O)N2CCOCC2)ccc1N1CCCC1	-2	1.6	4	-16	-15	-6	1.4	11	-0.7
O=C(CNC1CCCC1)Nc1cc(Cl)ccc1[N+](=O)[O-]	1	0.0	-2	-7	-40	6	-2.1	16	-1.6
Cn1c(C(=O)NC2CCCCC2)cc2c(=O)n3ccccc3nc21	-8	1.4	-10	2	-10	-10	1.6	-2	3.2
O=C(NCc1ccco1)c1ccc(-c2cccc(Cl)c2)o1	7	0.5	-1	-15	10	-5	-2.7	10	-1.6
O=C(NC1CCCCC1)C(c1ccccc1F)N(C(=O)c1csnn1)C1CCCC1 (stereo unspecified)	-8	0.8	23*	-16	4	-22	-2.2	5	-1.6
O=C(CCCCCN1C(=O)CCC1=O)Nc1ccc2c(c1)OCCO2	-9	0.2	-8	-7	1	-10	-2.1	19	-1.1
Cn1c(=O)[nH]c(=O)c2c1nc(SCC(N)=O)n2Cc1cccc(Br)c1	-5	0.4	-8	14	-12	-9	-0.2	-21	0.7
S=c1nc(-c2ccc(Br)cc2)oc2c1CCCC2	-8	0.0	0	-4	1	-8	-0.2	9	0.8
O=C(NCc1ccncc1)C1CCN(S(=O)(=O)c2ccc(Cl)c(C(F)(F)F)c2)CC1	·	1.6	·	0	-2	·	·	-5	·
CCCc1nc(SCC(=O)N2CCCc3ccccc32)c2c(=O)n(C)c(=O)n(C)c2n1	-2	0.6	-6	-3	·	-8	-2.1	19	-0.6
Cc1ccc2ccc(C)[n+](CCCS(=O)(=O)[O-])c2c1	-10	2.2	-7	1	17	-1	2.6	14	0.7
c1cncc(CN=C2Nc3ccccc3CS2)c1	8	-0.5	19	-4	-13	-19	0.5	5	1.1
CCSc1nnc(NC(=O)[C@@H](NC(=O)c2ccc(C(C)(C)C)cc2)C(C)C)s1	-4	0.0	-5	-12	-9	-43	-1.0	20	-0.1
COc1ccc2oc(C(=O)OCC(=O)N3CCCCC3)c(C)c2c1	-2	0.9	·	6	-1	-11	0.2	-6	0.2
COc1cc2c(cc1NC(=O)CSc1ccccc1)oc1ccccc12	-3	0.8	-10	16	11	2	0.8	4	1.1
CCOC(=O)Cc1c(C)nc2cc(C)nn2c1C	-3	0.1	-8	-11	-3	0	0.3	11	0.7
CC1CCN(C(=O)CSc2nnc(CN3CCOCC3)n2-c2ccccc2)CC1	-7	0.6	7	0	2	-3	0.1	-3	-0.5
Cc1ccc2nc(-c3cccc(NS(C)(=O)=O)c3)cc(-c3ccccc3)c2c1	-7	-0.1	-20	6	2	-24	-1.6	5	0.4
C[C@H]1CCC(=O)N([C@H](COc2ccccc2)Cc2ccccc2)CC1	-7	0.1	14	-11	-9	-28	-2.6	18	-1.3
O=C(CC1SC(=Nc2ccc(O)cc2)NC1=O)Nc1ccccc1 (stereo unspecified)	-1	7.3	-8	-3	·	3	-0.2	-15	-0.9
O=C(COC(=O)c1ccc([N+](=O)[O-])cc1Cl)Nc1cccnc1Cl	-2	0.6	·	4	-8	6	-0.9	-11	-0.2

Limited to OXTR potentiate, for five of the compounds above:
Molecule	OXTR potentiate
CCOC(=O)Cc1c(C)nc2cc(C)nn2c1C	-3
CC1CCN(C(=O)CSc2nnc(CN3CCOCC3)n2-c2ccccc2)CC1	-7
Cc1ccc2nc(-c3cccc(NS(C)(=O)=O)c3)cc(-c3ccccc3)c2c1	-7
C[C@H]1CCC(=O)N([C@H](COc2ccccc2)Cc2ccccc2)CC1	-7
O=C(CC1SC(=Nc2ccc(O)cc2)NC1=O)Nc1ccccc1 (stereo unspecified)	-1

Source: PubChem (The Scripps Research Institute Molecular Screening Center)
